TcdB GH inh = blocks C. difficile toxin B glycohydrolase activity; P18177; TcdB glycohydrolase enzymatic assay, plate reader; inhibition, % at 9.99 µM; hit rate 0.24% among 350,000; in the data active means inhibition above about 10%
Numbers without * were called inactive. This is a subset, so the mix of outcomes need not match the whole.

SMILES	TcdB GH inh
C[C@@H]1CN([C@H](C)CO)C(=O)c2cc(NS(=O)(=O)c3ccc(Cl)cc3)ccc2O[C@H]1CN(C)C	-1.8
COC(=O)N1C[C@H](OCc2ccccc2)[C@H]2C[C@@H]1c1ccccc1O2	1.2
C[C@H]1CN([C@@H](C)CO)S(=O)(=O)c2ccc(-c3cccc(C#N)c3)cc2O[C@H]1CN(C)C(=O)C1CC1	1.5
COC(=O)C[C@@H]1CC[C@@H]2[C@H](COc3ccc(NC(=O)Nc4cc(C)cc(C)c4)cc3C(=O)N2C)O1	-0.5
COCC(=O)N1CC2(C1)[C@@H](c1ccc(-c3ccccc3)cc1)[C@H](CO)N2C(C)=O	-1.2
C[C@H](CO)N1C[C@H](C)[C@H](CN(C)CC2CC2)Oc2ccc(NS(C)(=O)=O)cc2CC1=O	0.2
CN(C)c1ccc2c(c1)[C@H]1C[C@H](CC(=O)NCc3ccc(Cl)cc3)O[C@@H](CO)[C@H]1O2	-41.0
C[C@@H]1CN([C@H](C)CO)C(=O)c2cccc(NC(=O)Nc3ccc(F)cc3)c2O[C@H]1CN(C)CC1CCCCC1	0.6
COC(=O)N(C)C[C@@H]1OCc2ccccc2-c2ccccc2C(=O)N([C@@H](C)CO)C[C@H]1C	-1.2
COc1ccc(-c2cnc3c(c2)C(=O)N([C@@H](C)CO)C[C@H](C)[C@H](CN(C)C(=O)Cc2ccccc2)O3)cc1	-1.2
C/C=C/c1ccc(C2[C@H]3CNC[C@@H]2N3S(=O)(=O)Cc2ccccc2)cc1 (some centres not stated)	0.5
CCCN(C)C[C@H]1Oc2cc(C#CC(C)C)ccc2S(=O)(=O)N([C@H](C)CO)C[C@H]1C	-0.2
CN(C)C(=O)C[C@H]1CC[C@H]2[C@@H](COc3ccc(NC(=O)c4cnccn4)cc3C(=O)N2C)O1	-0.3
O=C(c1cccc(F)c1)N1CCCCN2[C@H](CO)[C@H](c3ccc(-c4cncnc4)cc3)[C@H]2C1	0.9
COCC#Cc1ccc([C@H]2[C@@H](CO)N3C(=O)CN(C(=O)Nc4ccc(F)cc4)C[C@@H]23)cc1	-0.2
CO[C@H]1CN(C)C(=O)c2cc(NS(=O)(=O)c3ccc(C)cc3)ccc2OC[C@@H](C)N(Cc2nccs2)C[C@H]1C	-11.1
O=C(NCC[C@@H]1CC[C@@H](NC(=O)C2CCCCC2)[C@H](CO)O1)c1cc(Cl)cc(Cl)c1	-1.2
CC=Cc1ccc2n(c1=O)C[C@H]1[C@H](CO)[C@@H](C(=O)NCCC)[C@@H]2N1Cc1ccccc1OC (mixture of isomers)	-0.5
O=C(NC1CCCC1)N1CC(=O)N2[C@H](CO)[C@H](c3ccc(-c4cccnc4)cc3)[C@H]2C1	-0.1
CO[C@@H]1CN(C)C(=O)c2cc(NS(=O)(=O)CC(F)(F)F)ccc2OC[C@H](C)N(C(=O)NC(C)C)C[C@H]1C	0.8

Reprinted at random: 6 compounds from above.
SMILES	TcdB GH inh
CO[C@H]1CN(C)C(=O)c2cc(NS(=O)(=O)c3ccc(C)cc3)ccc2OC[C@@H](C)N(Cc2nccs2)C[C@H]1C	-11.1
CC=Cc1ccc2n(c1=O)C[C@H]1[C@H](CO)[C@@H](C(=O)NCCC)[C@@H]2N1Cc1ccccc1OC (mixture of isomers)	-0.5
COC(=O)N1C[C@H](OCc2ccccc2)[C@H]2C[C@@H]1c1ccccc1O2	1.2
COCC(=O)N1CC2(C1)[C@@H](c1ccc(-c3ccccc3)cc1)[C@H](CO)N2C(C)=O	-1.2
C[C@@H]1CN([C@H](C)CO)C(=O)c2cccc(NC(=O)Nc3ccc(F)cc3)c2O[C@H]1CN(C)CC1CCCCC1	0.6
O=C(c1cccc(F)c1)N1CCCCN2[C@H](CO)[C@H](c3ccc(-c4cncnc4)cc3)[C@H]2C1	0.9

The results go on.
SMILES	TcdB GH inh
COc1ccc(NC(=O)N(C)C[C@@H]2Oc3ccc(NS(=O)(=O)c4ccc(F)cc4)cc3CC(=O)N([C@@H](C)CO)C[C@@H]2C)cc1	-0.9
COc1ccc(NC(=O)Nc2ccc3c(c2)C(=O)N([C@@H](C)CO)C[C@@H](C)[C@@H](CN(C)S(=O)(=O)c2ccc(Cl)cc2)O3)cc1	0.8
C[C@@H]1CN([C@H](C)CO)C(=O)c2cc(NC(=O)Cc3ccccc3)ccc2O[C@@H](C)CCCCO[C@@H]1CN(C)Cc1ccc(Cl)c(Cl)c1	0.2
COc1cccc(S(=O)(=O)N[C@@H]2C=C[C@@H](CC(=O)NC3CCC3)O[C@@H]2CO)c1	-1.3
C[C@@H]1CCCCO[C@H](CN(C)C(=O)CCC(F)(F)F)[C@H](C)CN([C@H](C)CO)C(=O)c2cc(NS(=O)(=O)c3ccc(F)cc3)ccc2O1	-0.6
C[C@H](CO)N1C[C@H](C)[C@H](CN(C)Cc2ccc(Oc3ccccc3)cc2)Oc2ccc(NC(=O)Nc3ccc4c(c3)OCO4)cc2CC1=O	0.0
C[C@@H]1CN([C@@H](C)CO)C(=O)c2cc(-c3ccccc3F)cnc2O[C@@H]1CN(C)C(=O)CN(C)C	0.1
N#C[C@@H]1[C@@H](c2ccccc2C2=CCCCC2)[C@@H](CO)N1C(=O)c1cccc(F)c1	0.4
Cc1cc(C(=O)Nc2cccc3c2O[C@H](CN(C)S(=O)(=O)c2cn(C)cn2)[C@@H](C)CN([C@@H](C)CO)C3=O)n(C)n1	0.4
COCC(=O)Nc1ccc2c(c1)C(=O)N(C)[C@H]1CC[C@@H](CC(=O)NCc3ccccc3F)O[C@@H]1CO2	-3.9
CN(C)CCCNC(=O)C[C@H]1CC[C@@H]2[C@H](COC[C@@H](O)CN2CC2CCCCC2)O1	-0.2
CCCNC(=O)Nc1ccc2c(c1)C(=O)N(C)[C@@H]1CC[C@@H](CC(=O)OC)O[C@@H]1CO2	1.1
COCC#Cc1cnc2c(c1)C(=O)N([C@H](C)CO)C[C@H](C)[C@@H](CN(C)C(=O)C1CCCCC1)O2	0.4
Cc1noc(C)c1NC(=O)N(C)C[C@@H]1Oc2ccc(NS(=O)(=O)c3ccc(F)cc3)cc2CC(=O)N([C@H](C)CO)C[C@H]1C	0.1
CN1CCN(C(=O)C[C@H]2CC[C@H]3[C@H](COc4ccc(NC(=O)c5cccs5)cc4C(=O)N3C)O2)CC1	0.3
CCOC(=O)[C@]12CCCC=C1N(Cc1ccccc1)C(=O)[C@H](CC(=O)N1CCC(c3ccccc3)CC1)C2	1.2
C[C@@H]1CCCCO[C@@H](CN(C)CC2CCCCC2)[C@@H](C)CN([C@@H](C)CO)C(=O)c2cc(NC(=O)C3CCCCC3)ccc2O1	-3.7
O=C(NCC[C@@H]1CC[C@H](NS(=O)(=O)c2ccc(F)cc2)[C@@H](CO)O1)Nc1ccc(F)cc1	0.8
C[C@H]1CN([C@@H](C)CO)C(=O)c2cccc(NC(=O)Nc3ccc(F)cc3)c2O[C@@H]1CN(C)S(=O)(=O)c1cccs1	0.3
C[C@H]1CCCCO[C@H](CN(C)C(=O)c2ccccc2)[C@@H](C)CN([C@@H](C)CO)C(=O)c2cc(NS(=O)(=O)c3cn(C)cn3)ccc2O1	1.0
COCC(=O)N1[C@@H]2c3cccc(=O)n3C[C@@H]2[C@@H](CO)[C@@H]1C(=O)NCc1ccccc1Cl	1.0
C[C@H]1CN([C@@H](C)CO)C(=O)c2cccc(NC(=O)c3ccc(-c4nccs4)cc3)c2O[C@H]1CN(C)C(=O)Nc1cccc2ccccc12	-2.3
CC(C)C[C@H](NS(=O)(=O)c1ccc(F)cc1F)C(=O)N1CCC[C@H]1C(=O)NCc1ccccc1	1.0
Cn1cnc(S(=O)(=O)N2CCCCN3[C@H](C2)[C@H](c2ccc(-c4cccc(F)c4)cc2)[C@@H]3CO)c1	1.0
COc1ccc(NC(=O)Nc2ccc3c(c2)CC(=O)N([C@@H](C)CO)C[C@@H](C)[C@@H](CN(C)S(=O)(=O)c2ccccc2)O3)cc1	0.4
Cn1cnc(S(=O)(=O)N[C@@H]2C=C[C@H](CC(=O)N3CCN(c4ccccc4)CC3)O[C@H]2CO)c1	0.0
CCN1[C@H](C(=O)OC)[C@@H](CO)[C@@H]2Cn3c(ccc(-c4cccc(C(=O)N(C)C)c4)c3=O)[C@@H]21	1.0
COc1ccc(C[C@@H]2CCn3cc(nn3)COC[C@@H](C(C)C)NC2=O)cc1	-2.9
C[C@H](CO)N1C[C@H](C)[C@H](CN(C)CC2CCCC2)OCc2cn(nn2)CCCC1=O	1.7
CCCNC(=O)Nc1ccc2c(c1)OC[C@@H](C)N(S(C)(=O)=O)C[C@H](C)[C@H](OC)CN(C)C2=O	-4.9
COc1ccccc1-c1ccc2n(c1=O)C[C@H]1[C@H](CO)[C@@H](C(=O)NCc3ccccc3Cl)N[C@@H]21	-2.5
CO[C@H]1CN(C)C(=O)c2cccc(C#N)c2OC[C@@H]2O[C@@H](CC[C@H]2OC)CCN(C)C(=O)[C@@H]1C	-0.7
CC=Cc1ccc2n(c1=O)C[C@@H]1[C@@H](CO)[C@H](C(=O)OC)[C@H]2N1S(=O)(=O)c1cccc(C)c1 (mixture of isomers)	-1.5
COc1ccc(NC(=O)Nc2ccc3c(c2)C(=O)N([C@H](C)CO)C[C@H](C)[C@H](CN(C)C)O3)cc1	-1.1
C[C@@H]1CCCCO[C@H](CN(C)C(=O)Nc2ccc(F)cc2)[C@@H](C)CN([C@@H](C)CO)C(=O)c2cc(NC(=O)c3ccncc3)ccc2O1	1.9
CO[C@H]1CN(C)C(=O)c2ccc(NC(=O)C3CC3)cc2OC[C@H](C)N(Cc2ccncc2)C[C@@H]1C	-4.6
C[C@@H]1CCCCO[C@@H](CN(C)C(=O)Nc2ccc(F)cc2)[C@@H](C)CN([C@@H](C)CO)C(=O)c2cc(N(C)C)ccc2O1	-21.6
COc1ccc(-c2ccc([C@H]3[C@@H](C#N)N(C(=O)NC4CCCCC4)[C@@H]3CO)cc2)cc1	-0.5
COC(=O)C[C@H]1CC[C@@H]2[C@H](COc3ccc(NC(=O)c4cnccn4)cc3C(=O)N2C)O1	-0.5
COCC(=O)N1CCCCN2[C@H](CO)[C@@H](c3ccc(-c4ccccc4)cc3)[C@@H]2C1	-0.4

Part of the list above, with bars between the fields.
mol | TcdB GH inh
COCC#Cc1ccc([C@H]2[C@@H](CO)N3C(=O)CN(C(=O)Nc4ccc(F)cc4)C[C@@H]23)cc1 | -0.2
CO[C@H]1CN(C)C(=O)c2cc(NS(=O)(=O)c3ccc(C)cc3)ccc2OC[C@@H](C)N(Cc2nccs2)C[C@H]1C | -11.1
O=C(NCC[C@@H]1CC[C@@H](NC(=O)C2CCCCC2)[C@H](CO)O1)c1cc(Cl)cc(Cl)c1 | -1.2

(list continues)
SMILES	TcdB GH inh
CCNC(=O)[C@H]1N[C@H]2c3ccc(-c4cccc(C(=O)N(C)C)c4)c(=O)n3C[C@H]2[C@@H]1CO	-1.8
C[C@H](CO)N1C[C@H](C)[C@H](CN(C)C)Oc2ccc(NS(=O)(=O)c3cccs3)cc2C1=O	-0.3
CO[C@@H]1CN(C)C(=O)c2ccc(NC(=O)C3CC3)cc2OC[C@H](C)NC[C@H]1C	1.1
CCC(=O)Nc1ccc2c(c1)C(=O)N(C)C[C@@H](OC)[C@@H](C)CN(C(=O)c1ccc(F)cc1)[C@@H](C)CO2	0.2
CO[C@H]1CC[C@@H]2CCN(C)C(=O)CCCN(C)C(=O)c3cc(C#N)ccc3OC[C@H]1O2	-0.3
Cc1noc(C)c1S(=O)(=O)Nc1ccc2c(c1)C(=O)N([C@@H](C)CO)C[C@@H](C)[C@@H](CN(C)C(=O)Cc1ccccc1)OCCCC[C@@H](C)O2	-0.9
COc1ccc(NC(=O)Nc2ccc3c(c2)C(=O)N([C@@H](C)CO)C[C@@H](C)[C@H](CN(C)Cc2ccc4c(c2)OCO4)O3)cc1	0.7
C[C@@H]1CN([C@H](C)CO)C(=O)c2cccc(NC(=O)c3nc4ccccc4s3)c2O[C@H]1CN(C)S(=O)(=O)c1ccccc1	1.9
C[C@H](NC(=O)C[C@@H]1C[C@H]2c3cc(NC(=O)Nc4ccc(C(F)(F)F)cc4)ccc3O[C@H]2[C@H](CO)O1)c1ccccc1	-3.4
COc1ccc(S(=O)(=O)Nc2ccc3c(c2)C(=O)N([C@H](C)CO)C[C@H](C)[C@H](CN(C)S(=O)(=O)c2cccs2)OCCCC[C@@H](C)O3)cc1	-0.4
COCC(=O)N1CC(=O)N2[C@H](CO)[C@H](c3ccc(Br)cc3)[C@H]2C1	0.6
COc1cccc(-c2ccc3c(c2)[C@@H]2[C@@H](CCN2C(=O)c2ccccn2)[C@H](CO)N3)c1	0.4
O=C(c1cccc(F)c1)N1CC(=O)N2[C@H](C1)[C@@H](c1ccc(C3=CCCC3)cc1)[C@@H]2CO	0.2
CC(C)C#Cc1ccc2c(c1)O[C@H](CN(C)C(=O)CC1CC1)[C@@H](C)CN([C@@H](C)CO)S2(=O)=O	-0.5
C[C@H]1CN([C@@H](C)CO)S(=O)(=O)c2ccc(C3=CCCCC3)cc2O[C@@H]1CN(C)Cc1cncnc1	1.6
COc1ccc(C#Cc2ccc3c(c2)[C@@H]2[C@@H](CCN2C(=O)NC(C)C)[C@@H](CO)N3C)cc1	-1.1
COc1ccccc1NC(=O)N[C@@H]1C=C[C@@H](CC(=O)N[C@H](C)c2ccccc2)O[C@@H]1CO	0.0
O=C(Cc1ccncc1)Nc1ccc2c(c1)[C@H]1C[C@@H](CC(=O)NC3CCCCC3)O[C@@H](CO)[C@H]1O2	0.0
C[C@H](O)C#Cc1ccc2c(c1)O[C@@H](CN(C)Cc1cccnc1)[C@H](C)CN([C@@H](C)CO)S2(=O)=O	0.0
CC(=O)C1=C(C)NC(=S)NC1c1ccc(F)cc1 (configuration not stated)	1.0
CO[C@H]1CN(C)C(=O)c2ccc(NC(=O)C3CC3)cc2OC[C@@H](C)N(C(=O)c2cnccn2)C[C@@H]1C	0.4
Cc1noc(C)c1NC(=O)N(C)C[C@H]1Oc2ccc(NC(=O)CCN3CCOCC3)cc2CC(=O)N([C@H](C)CO)C[C@@H]1C	-4.7
CN1CCN(C(=O)C[C@@H]2CC[C@@H]3[C@H](COC[C@H](O)CN3CC3CCCCC3)O2)CC1	-4.9

Screens: PubChem, Broad Institute
